# CaV13 FRET inh = Disruptors of the CACNA1D IQ motif to Ca2+-dependent inactivation inhibitor domain association, primary screening, Förster resonance energy transfer in intact living …; 0.098% of 340,000 active; HEK cells, CFP/YFP FRET ICDI-IQ, plate reader, 10 min; percent FRET-ratio fall versus neutral wells; inhibition, % at 12.3 µM;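 active = mean replicate inhibition of at least 30% and at least 1% of replicates passing that level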;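 note: 0% = median of the neutral control wells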
# Shn3 3UTR inh = reduces Shn3 3'UTR luciferase signal in osteoblasts | inhibition, % at 12.5 µM | 0.52% of 360,000 active | AID 588674 | Clone20 osteoblast Shn3 3'UTR firefly luciferase, 24 h;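 active = mean inhibition of at least 75% with every replicate also reaching 75%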;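 note: 0% = median of neutral control wells and 100% = pilot-screen positive control compound; some compounds past the cut are filed as inactive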
# PDI turbidity = blocks human protein disulfide isomerase activity. P07237. PDI insulin aggregation turbidity, A650, 90 min. inhibition, % at 10 µM. 0.052% of 350,000 active. AID 588391;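 active = mean inhibition across replicates of 30% or more, whatever share of single replicates reach that level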;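 note: absorbance from insulin aggregation driven by PDI reduction with DTT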
# Target sequence (P07237 whole entry, looked up): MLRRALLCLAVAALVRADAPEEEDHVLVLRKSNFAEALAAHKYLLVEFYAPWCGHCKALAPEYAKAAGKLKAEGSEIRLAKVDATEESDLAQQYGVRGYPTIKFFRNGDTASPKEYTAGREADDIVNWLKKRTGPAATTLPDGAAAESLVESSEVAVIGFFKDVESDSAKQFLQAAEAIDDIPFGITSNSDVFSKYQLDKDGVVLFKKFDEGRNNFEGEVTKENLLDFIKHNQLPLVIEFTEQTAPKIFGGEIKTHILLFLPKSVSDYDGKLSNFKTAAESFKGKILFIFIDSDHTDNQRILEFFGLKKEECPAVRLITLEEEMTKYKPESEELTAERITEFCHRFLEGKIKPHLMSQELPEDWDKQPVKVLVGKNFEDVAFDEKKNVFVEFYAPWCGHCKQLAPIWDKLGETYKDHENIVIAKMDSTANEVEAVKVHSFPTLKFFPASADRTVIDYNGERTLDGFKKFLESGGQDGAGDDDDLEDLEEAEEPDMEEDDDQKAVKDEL
# CF NFkB block = inhibitors of cystic fibrosis induced NF-kB. 0.86% of 360,000 active. inhibition, % at 5 µM. KKLEB NF-kB-GFP reporter, PAF-induced, GFP fluorescence overnight;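 active = at least 50% inhibition at 5 µM, scaled per plate between neutral and stimulator controls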;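 note: PAF is a Pseudomonas aeruginosa culture filtrate used as stimulus; plate controls were PAF-stimulated DMSO wells for no effect and unstimulated DMSO wells for full effect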
# KKLEB tox = CF airway cell cytotoxicity counter-screen. KKLEB CF airway cells viability, ATPlite luminescence, overnight; stronger effect = lower value; cells stimulated with P. aeruginosa culture filtrate. activity change (cytotoxicity), % at 5 µM. 0.36% of 360,000 active. AID 602141;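 active = corrected activity change at or below -50% at 5 µM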
# MITF TRPM1 inh = reduces MITF-dependent TRPM1 promoter luciferase signal; 0.83% of 330,000 active; inhibition, % at 12.5 µM; SK-MEL-5 TRPM1 promoter luciferase, 24 h;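 active = mean inhibition across replicates of 60% or more, whatever share of single replicates reaches that level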; note: values of inactives mirror those of a sister screen read the other way
# NR2E3 ag-1 = agonists of human NR2E3 nuclear receptor; Q9Y5X4; CHO-S Gal4-NCOR/VP16-NR2E3 two-hybrid, luciferase; inhibition of corepressor binding, % at 3.98 µM; 0.35% of 360,000 active; AID 602229;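 active = inhibition above the mean of all tested compounds plus 3 SD, cut at about 70% in these data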;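 note: 0% = DMSO with NR2E3 transfected cells and 100% = cells lacking NR2E3 construct; higher means lower luciferase signal from less NR2E3 corepressor binding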
# Target sequence (Q9Y5X4 whole entry, looked up, the tested form may be a part): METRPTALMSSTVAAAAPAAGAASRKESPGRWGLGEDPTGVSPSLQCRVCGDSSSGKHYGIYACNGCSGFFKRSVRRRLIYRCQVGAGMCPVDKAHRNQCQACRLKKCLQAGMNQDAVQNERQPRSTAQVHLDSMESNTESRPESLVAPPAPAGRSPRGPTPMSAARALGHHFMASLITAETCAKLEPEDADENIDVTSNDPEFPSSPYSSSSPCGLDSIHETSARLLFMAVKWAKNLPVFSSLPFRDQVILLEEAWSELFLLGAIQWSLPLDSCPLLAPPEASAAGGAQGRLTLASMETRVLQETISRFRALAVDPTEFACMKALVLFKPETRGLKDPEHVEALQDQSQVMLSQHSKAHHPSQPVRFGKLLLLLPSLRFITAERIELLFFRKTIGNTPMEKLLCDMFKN
# HIF-2a inh = inhibitors of HIF-2a; 786-0 RCC cells HIF-2a reporter, luciferase luminescence, overnight; inhibition, % at 18.8 µM; 0.72% of 360,000 active; AID 624352;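 active = inhibition of the luminescence signal of 40% or more relative to plate controls, in a single-dose primary screen at 18.75 µM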
# Peg3 promoter = inhibitors of Peg3 promoter; HeLa PEG-Prom luciferase reporter, luminescence, overnight; inhibition, % at 20 µM; 1.7% of 360,000 active; AID 588405;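 active = inhibition of at least 50% at 20 µM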
# NR2E3 ag-2 = agonists of human nuclear receptor NR2E3; GST-NR2E3/biotin-RetCOR TR-FRET, 1536-well; AID 2300; inhibition of corepressor binding, % at 4.78 µM; 0.12% of 320,000 active; Q9Y5X4;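 active = percent inhibition above the cutoff of mean plus 3 SD of all tested compounds, set per screening campaign, cut at about 20% in these data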;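 note: 0% = DMSO wells and 100% = biotin wells as full block of FRET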
#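 Material: NR2E3–RetCOR corepressor complex | Quantity: 1.35 nM GST-tagged NR2E3 final | Schedule: 5 h at 4 °C | Replication: Singlicate compound wells | Reagent: RetCOR corepressor, biotinylated, 7 nM | Controls: Biotin wells as high control, 0.6% DMSO wells as low control | Signal: TR-FRET, Eu(K)-anti-GST donor, streptavidin-D2 acceptor, ex 340, em 617/671 nm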
# Vif imaging = inhibitors of HIV Vif; HEK293T cells, Vif self-association by quenched fluorescence, imaging, 24 h; inhibition, % at 7.49 µM; 0.35% of 340,000 active; AID 602346; in the data active = inhibition above about 50%, passing the limit was not always enough; note: some results filed as inactive read as strong as hits
# Numbers without * were called inactive; . = no result given.
SMILES,CaV13 FRET inh,Shn3 3UTR inh,PDI turbidity,CF NFkB block,KKLEB tox,MITF TRPM1 inh,NR2E3 ag-1,HIF-2a inh,Peg3 promoter,NR2E3 ag-2,Vif imaging
O=C(CSc1ccc2c(c1)OCCO2)NC(=O)Cc1ccccc1,-14.3,-12.5,-1.7,-5.2,2.4,-4.1,-16.8,12.6,0.0,0.6,-1.9
COC(=O)c1ccc2c(=O)n(CCCCCC(=O)NCc3ccc4c(c3)OCO4)c(=O)[nH]c2c1,-4.6,6.7,3.7,-13.0,-8.6,-7.2,5.0,3.4,15.9,0.3,1.6
Cc1ccc(C(=O)NCCSC2CCCCC2)cc1S(=O)(=O)Nc1ccccc1,-7.0,8.5,-6.2,-4.5,0.2,11.0,-1.6,4.6,23.1,4.7,-4.1
COC(CN1C(=O)C(=O)/C(=C(/O)c2ccccc2)C1c1ccccn1)OC (configuration not stated),11.2,2.6,4.7,16.9,-23.7,-8.9,-11.8,4.9,-7.2,3.1,-8.3
COc1ccc(S(=O)(=O)N2CCC(C(=O)N3CCCC3)CC2)cc1,-0.5,9.6,-5.9,2.2,-1.8,12.0,-24.7,16.3,1.7,0.3,2.7
COc1ccc(NC(=O)/C(Cl)=C(/Cl)S(=O)(=O)Cc2ccccc2)cn1,.,97.3*,7.1,83.5*,-52.6*,94.4*,82.8*,94.0*,100.1*,.,-12.6
COc1ccc(/C=C2\C(=O)c3ccccc3OC2c2ccccc2)cc1 (configuration not stated),-13.8,4.3,-5.8,14.4,2.3,11.1,-34.8,-46.9,-18.3,-3.9,3.3
Cc1cccc(C(=O)N/C(=C\c2ccc(C)o2)C(=O)O)c1,-2.5,-3.8,5.2,-2.5,1.6,10.5,-6.9,11.2,12.2,-2.6,9.5
O=C(CCNC(=O)c1ccc(Cl)cc1)Nc1ccc(S(=O)(=O)N2CCCCC2)cc1,-4.6,20.4,5.2,28.8,-21.2,17.7,-12.5,8.8,9.7,2.5,1.0
COC(=O)[C@@H]1C[C@]2(Br)c3ccccc3N(S(=O)(=O)c3ccccc3)[C@@H]2N1C(=O)OC,-11.6,-16.6,15.9,2.7,9.8,-2.5,6.6,12.4,11.4,5.5,-4.4
Cc1ccnc2nc(C(=O)Nc3nnc(CC(C)C)s3)nn12,-5.3,-9.6,-0.9,3.9,11.1,2.0,-76.5,5.1,-9.6,-1.9,4.8
CCc1cc(C(=O)N2CCCc3ccccc32)sc1C,.,-20.3,-3.2,15.7,14.3,-0.9,-43.8,-91.6,-44.9,-0.1,-5.6
COc1ccc(S(=O)(=O)Cc2ccc(C(=O)N3CCN(C4CCCCC4)CC3)o2)cc1,.,-15.0,-5.3,-11.5,11.7,-2.9,6.3,-0.6,5.3,0.2,10.4
COc1ccc(S(=O)(=O)N2CCN(c3ccccc3)CC2)cc1OC,-5.7,6.8,14.2,-1.3,-1.7,.,-14.4,16.6,0.8,.,2.1
CCN(C(=O)COC(=O)c1cc(=O)[nH]c2ccccc12)c1c(N)n(Cc2ccccc2)c(=O)[nH]c1=O,-5.6,-3.1,8.9,20.1,-6.3,3.3,14.9,0.8,-32.7,.,1.9
COc1ccc(Cl)cc1S(=O)(=O)N1CCCC(C(=O)NCC(N)=O)C1 (configuration not stated),0.4,4.6,2.4,10.7,-2.7,2.8,5.0,3.8,1.8,0.8,-1.9
CCSC1=NC(C)(C)C=C(C)N1,.,-18.7,5.2,3.0,3.3,-12.5,-4.3,12.9,11.3,-1.0,-7.0
CCN1CCN(C(c2cccs2)C(C)NC(=S)NC2CCCCC2)CC1 (configuration not stated),1.1,4.0,2.1,-2.5,-3.9,-14.1,-5.8,3.6,-1.6,-0.3,-5.8
CCOP(=O)(c1ccc(N(C)C)cc1)C(O)c1c(Cl)cccc1Cl (configuration not stated),-3.1,7.9,-5.2,0.2,10.5,3.4,13.9,8.3,-1.6,-2.0,1.5
COc1cc(/C=N/NC(=O)c2cccc(N3CCCC3=O)c2)ccc1O,-3.1,2.3,-1.9,-12.9,-2.9,-11.2,3.9,-17.5,-23.9,2.8,16.8
COc1cc(NC(=O)c2ccco2)c(OC)cc1NC(=O)c1cc(OC)c(OC)c(OC)c1,.,7.8,4.5,-0.7,13.9,12.8,-29.8,-5.8,36.7,2.8,-1.8
COc1ccccc1C(=O)COC(=O)Cc1n[nH]c(=O)c2ccccc12,-6.3,-19.7,-0.7,8.3,6.8,-1.9,16.2,13.1,-6.8,1.9,5.9
CCN1C(=O)C(CC(=O)Nc2c(C)cccc2C)SC1=Nc1ccc(S(N)(=O)=O)cc1 (configuration not stated),-6.0,20.7,12.6,-7.5,10.4,-6.2,-18.8,-2.0,0.0,-0.6,9.4
O=C(COC(=O)c1ccccc1O)NC(=O)NCc1ccccc1,-5.0,-5.1,-7.6,-28.4,4.3,-8.2,1.7,-0.9,-18.5,.,11.4
CC(C)CN1CCC(=O)N([C@H](CO)Cc2ccccc2)CC1,-8.9,8.3,-4.8,-20.6,-2.0,-10.7,1.2,-8.0,-8.3,-1.6,-1.6
CNC[C@H]1OCc2cnnn2CCCC(=O)N([C@H](C)CO)C[C@@H]1C,-3.3,25.4,.,-4.2,-1.2,.,11.8,-3.0,-4.6,.,.
CC(C)C(NS(=O)(=O)c1cccs1)C(=O)NCc1ccc2c(c1)OCO2 (configuration not stated),-6.1,17.7,2.4,3.5,11.6,6.0,13.8,10.6,13.6,-1.7,.
Cc1cccc(CN2CCC(CNC(=O)Nc3ccccc3F)CC2)c1,-16.3,-11.9,21.3,-13.0,2.2,-1.7,-12.4,11.5,1.2,.,-11.4
COC(=O)c1c(NC(=O)CSc2n[nH]c(N)n2)sc(C)c1C,-4.9,6.9,0.5,-4.9,1.9,5.8,-12.5,26.8,5.3,-2.8,-11.7
Cc1ccc(CC2(O)CC(C)N(C)CC2C)c(C)c1 (configuration not stated),-2.6,-3.1,6.5,5.7,-5.3,8.4,-9.7,8.5,13.0,-0.9,10.9
O=c1c2ccccc2nnn1CSc1ccccc1F,-3.8,-29.8,1.1,26.3,-25.5,-14.3,-88.3,-116.8,-129.0,0.2,-2.7
Nc1nccc(/C=C/c2c(Cl)cccc2Cl)n1,-20.2,10.9,-6.7,40.1,-18.9,-11.0,-47.3,-91.0,-25.7,-1.8,-11.8
CC(=O)Nc1ccc(C(=O)NCC(=O)OCc2c(F)cccc2Cl)cc1,-6.7,5.4,-2.1,13.7,9.4,-3.6,-3.1,10.2,-10.5,2.7,3.9
O=C(/C(=C/O)N=Nc1ccccc1)c1cccs1,-14.0,19.1,-1.5,47.0,2.1,-11.9,-25.1,-24.5,6.1,3.4,-10.7
O=[N+]([O-])c1ccc2c(c1)C(O)n1nc(-c3ccccc3)nc1S2 (configuration not stated),10.0,-1.7,-7.0,15.0,-0.1,-17.3,-32.9,-34.8,-31.0,0.9,1.1
COc1ccc(N=C2C(=O)Nc3ccc(C)c(Br)c32)cc1,10.7,6.7,-16.0,-1.6,-4.6,6.7,-29.2,10.2,7.3,-1.3,-2.7
CCOc1ccc(OCC)c(S(=O)(=O)n2ccnc2C)c1,-6.5,-88.7,-0.1,0.9,7.7,-7.3,-6.3,9.2,-16.6,0.6,10.4
C=CCSc1nc2sc3c(c2c(=O)n1CC)CCC3,-2.7,14.5,4.8,13.1,-8.3,0.9,-13.3,14.2,-12.1,-0.3,0.7
Cc1ccc(-n2nc3c(N4CCC(C(=O)NCCc5cccs5)CC4)nnc(C)c3c2C)cc1,-4.9,53.2,10.5,32.9,-13.9,88.6*,10.1,8.3,59.8*,1.4,51.1*
Cc1onc(-c2c(F)cccc2Cl)c1C(=O)OCc1nnc(-c2ccccc2)o1,-1.6,0.1,-0.2,14.9,2.5,-2.2,-48.6,-5.1,9.0,1.5,1.2
CN(Cc1ccccc1)C(=O)c1ccc(NC(=O)C2CCCN(C(=O)OC(C)(C)C)C2)cc1 (configuration not stated),24.9,38.6,-20.1,18.5,-6.9,13.6,11.7,10.7,23.6,.,-3.3

# Reprinted at random: 2 entries already listed
SMILES,CaV13 FRET inh,Shn3 3UTR inh,PDI turbidity,CF NFkB block,KKLEB tox,MITF TRPM1 inh,NR2E3 ag-1,HIF-2a inh,Peg3 promoter,NR2E3 ag-2,Vif imaging
O=c1c2ccccc2nnn1CSc1ccccc1F,-3.8,-29.8,1.1,26.3,-25.5,-14.3,-88.3,-116.8,-129.0,0.2,-2.7
Cc1onc(-c2c(F)cccc2Cl)c1C(=O)OCc1nnc(-c2ccccc2)o1,-1.6,0.1,-0.2,14.9,2.5,-2.2,-48.6,-5.1,9.0,1.5,1.2

# As a short view, 11 of the compounds above:
SMILES,CaV13 FRET inh,Shn3 3UTR inh,PDI turbidity,CF NFkB block,KKLEB tox,MITF TRPM1 inh,NR2E3 ag-1,HIF-2a inh,Peg3 promoter,NR2E3 ag-2,Vif imaging
Cc1cccc(CN2CCC(CNC(=O)Nc3ccccc3F)CC2)c1,-16.3,-11.9,21.3,-13.0,2.2,-1.7,-12.4,11.5,1.2,.,-11.4
COC(=O)c1c(NC(=O)CSc2n[nH]c(N)n2)sc(C)c1C,-4.9,6.9,0.5,-4.9,1.9,5.8,-12.5,26.8,5.3,-2.8,-11.7
Cc1ccc(CC2(O)CC(C)N(C)CC2C)c(C)c1 (configuration not stated),-2.6,-3.1,6.5,5.7,-5.3,8.4,-9.7,8.5,13.0,-0.9,10.9
O=c1c2ccccc2nnn1CSc1ccccc1F,-3.8,-29.8,1.1,26.3,-25.5,-14.3,-88.3,-116.8,-129.0,0.2,-2.7
Nc1nccc(/C=C/c2c(Cl)cccc2Cl)n1,-20.2,10.9,-6.7,40.1,-18.9,-11.0,-47.3,-91.0,-25.7,-1.8,-11.8
CC(=O)Nc1ccc(C(=O)NCC(=O)OCc2c(F)cccc2Cl)cc1,-6.7,5.4,-2.1,13.7,9.4,-3.6,-3.1,10.2,-10.5,2.7,3.9
O=C(/C(=C/O)N=Nc1ccccc1)c1cccs1,-14.0,19.1,-1.5,47.0,2.1,-11.9,-25.1,-24.5,6.1,3.4,-10.7
O=[N+]([O-])c1ccc2c(c1)C(O)n1nc(-c3ccccc3)nc1S2 (configuration not stated),10.0,-1.7,-7.0,15.0,-0.1,-17.3,-32.9,-34.8,-31.0,0.9,1.1
COc1ccc(N=C2C(=O)Nc3ccc(C)c(Br)c32)cc1,10.7,6.7,-16.0,-1.6,-4.6,6.7,-29.2,10.2,7.3,-1.3,-2.7
CCOc1ccc(OCC)c(S(=O)(=O)n2ccnc2C)c1,-6.5,-88.7,-0.1,0.9,7.7,-7.3,-6.3,9.2,-16.6,0.6,10.4
C=CCSc1nc2sc3c(c2c(=O)n1CC)CCC3,-2.7,14.5,4.8,13.1,-8.3,0.9,-13.3,14.2,-12.1,-0.3,0.7

# High-throughput results (PubChem BioAssay)
